LmPK inhibitor: LmPK (Leishmania mexicana) enzyme inhibition; AID 1721; actives 0.37% (n = 290,000); Q27686; purified LmPK, Kinase-Glo ATP luminescence, 1 h; Potency, µM (doses to about 57.5 µM), without a hit: top-dose activity change, negative = inhibition, actives largely listed as inhibitors; further: potency means the concentration at half of the fitted maximal effect
Target sequence (Q27686 whole entry, looked up): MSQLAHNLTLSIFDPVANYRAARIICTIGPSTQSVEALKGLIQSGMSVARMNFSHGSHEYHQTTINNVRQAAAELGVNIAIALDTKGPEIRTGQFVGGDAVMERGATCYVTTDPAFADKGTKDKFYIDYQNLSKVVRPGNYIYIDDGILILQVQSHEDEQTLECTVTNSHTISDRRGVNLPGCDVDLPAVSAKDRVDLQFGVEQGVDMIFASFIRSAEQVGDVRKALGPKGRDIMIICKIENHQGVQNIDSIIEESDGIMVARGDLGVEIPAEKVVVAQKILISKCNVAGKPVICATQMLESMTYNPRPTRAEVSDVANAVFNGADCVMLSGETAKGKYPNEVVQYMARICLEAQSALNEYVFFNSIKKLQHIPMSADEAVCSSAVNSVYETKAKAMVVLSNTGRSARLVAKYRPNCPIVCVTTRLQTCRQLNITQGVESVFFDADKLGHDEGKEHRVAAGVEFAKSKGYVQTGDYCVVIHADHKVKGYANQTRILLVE
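Kinase-Glo luminescence read after 1 h RT reaction of 0.1 nM LmPK with 0.5 mM PEP and 0.1 mM ADP. Activity scaled between uninhibited and enzyme-free controls.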
AmpC inh no detg: AmpC beta-lactamase inhibition without detergent; P00811; Potency, µM (top dose mostly 57.1 µM), for inactives: top-dose activity change, negative = inhibition, usual class: inhibitors; AID 485341; AmpC nitrocefin hydrolysis, absorbance 480 nm, 0.0001% Triton; actives 0.52% (n = 330,000);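 further: potency means the concentration at half of the fitted maximal effect; plate controls were no compound for no effect and no enzyme for full effect; nearly all actives have a fitted effect of over 20% in size; some results filed as inactive show a strong effect at the top dose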
Target sequence (P00811 whole entry, looked up): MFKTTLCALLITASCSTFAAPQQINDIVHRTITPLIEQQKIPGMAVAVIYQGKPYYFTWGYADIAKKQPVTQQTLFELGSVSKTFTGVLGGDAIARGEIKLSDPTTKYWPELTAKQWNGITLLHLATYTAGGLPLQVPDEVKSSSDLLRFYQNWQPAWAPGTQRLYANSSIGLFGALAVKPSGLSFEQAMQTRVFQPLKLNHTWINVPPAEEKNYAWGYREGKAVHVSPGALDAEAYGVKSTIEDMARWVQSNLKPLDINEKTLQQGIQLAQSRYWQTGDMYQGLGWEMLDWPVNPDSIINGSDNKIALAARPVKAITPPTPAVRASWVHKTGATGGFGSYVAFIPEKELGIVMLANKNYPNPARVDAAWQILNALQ
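20 mM phosphate pH 7.0 + 0.01% (detergent screen) or 0.0001% Triton X-100; 5.3 nM AmpC reagent; cpd preinc 15 min RT; nitrocefin (800 uM stock) to start; A480 q20 s × 4 min; Activity was normalised to no-enzyme and no-compound control wells.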
AMA1 RON2 block: AMA1-RON2 (P. falciparum) interaction inhibition; AlphaScreen AMA1-biotinylated RON2 peptide binding; Potency, µM (doses to about 58.2 µM), without a hit: top-dose activity change, negative = inhibition, most hits filed as inhibitors; actives 0.2% (n = 360,000);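 further: potency means the concentration at half of the fitted maximal effect; 0% = vehicle wells and -100% = peptide control; nearly all actives have a fitted effect of over 45% in size; some results filed as inactive show a strong effect at the top dose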
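AMA1 (3D7) with his tag at 25 nM final met compounds first, then biotinylated RON2 peptide at 25 nM; detection used donor plus acceptor beads, 10 µg/mL apiece, read by AlphaScreen after 30 min at room temperature.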
HCV inhibitor: HCV inhibition; Huh7.5.1 HCVcc-Cre infection, luciferase reporter, 44 h; Potency, µM (highest dose often 41.8 µM), for the others: at the highest dose activity change, negative = inhibition, usual class: inhibitors; actives 3.4% (n = 340,000); AID 651820; further: potency means the concentration at half of the fitted maximal effect
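Cells seeded at 1,000/well and cultured 4 h, then compounds added followed by HCVcc-Cre virus (~0.5 moi). After 44 h further culture, luciferase substrate was added, plates held 15 min at room temperature, and luminescence read for 15 sec.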
HCMV antiviral: blocks human cytomegalovirus replication; HFF cells, HCMV-luciferase reporter, 72 h; stronger effect = lower value; AID 1259415; actives 4.5% (n = 410,000); activity change, negative = inhibition, % at 57.5 µM; in the data active means activity change below about -60%; inconclusive means no clear call, values can overlap the other calls; inactive means above about -39%
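Compounds were evaluated in HFFs infected with an HCMV luciferase reporter virus (MOI 1 PFU/cell). Luciferase in lysates collected 72 h post infection served as the replication measure.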
AmpC detergent: inhibitors of E. coli AmpC beta-lactamase with detergent. P00811. AmpC hydrolysis of nitrocefin, absorbance 480 nm, 0.01% Triton. Potency, µM (top dose mostly 114 µM), for inactives: top-dose activity change, negative = inhibition, usual class: inhibitors. actives 0.041% (n = 370,000). AID 485294;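 further: potency means the concentration at half of the fitted maximal effect; 0% = no-compound wells and -100% = no-enzyme wells; nearly all actives have a fitted effect of over 25% in size; some results filed as inactive show a strong effect at the top dose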
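AmpC (5.3 nM in the dispensed reagent) in 20 mM phosphate pH 7.0 with 0.01% (detergent screen) or 0.0001% Triton X-100 was preincubated with compounds for 15 min at room temperature. Nitrocefin was then added from an 800 uM solution, and hydrolysis was followed at 480 nm.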
Tb PYK inh: blocks Trypanosoma brucei pyruvate kinase; TbPYK enzyme, Kinase-Glo Plus ATP luminescence, 45 min; Potency, µM (highest dose often 76.8 µM), for the others: at the top dose activity, negative = inhibition, usual class: inhibitors; actives 0.12% (n = 410,000); further: potency means the concentration at half of the fitted maximal effect; nearly all actives have a fitted effect of over 50% in size
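T. brucei PYK with substrate was exposed to pin-transferred compounds across a concentration series, then started with 130 uM ADP (final). After 45 min at room temperature, Kinase-Glo Plus luminescence was read, normalized and curve-fitted.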
Starred values were filed as active, the others as inactive; ? = inconclusive; / = no result given; & = joins results of further samples; ! = repeats disagree; [ ] = another dose, or the depositor's remark. Unless noted, the call rests on the fitted dose curve; in most records, active means well fitted curve in the direction sought with a large enough effect; inconclusive means small, poorly fitted or top-dose-only effect, or another doubt; inactive means no such curve, though single readings can be large; an effect the other way counts as inactive or inconclusive. Unless noted, on the % scale 0 is the no-effect control and ±100 the full control effect.

SMILES	LmPK inhibitor	AmpC inh no detg	AMA1 RON2 block	HCV inhibitor	HCMV antiviral	AmpC detergent	Tb PYK inh
CC(OC(=O)c1cccs1)C(=O)NCc1ccccc1 (configuration not stated)	-5.0%	-8.9%	2.1%	12.7%	-21.7	-8.7%	-1.3%
Cc1ccc(NC(=O)COc2ccc(/C=N/NC(=O)CSCc3ccccc3)cc2)cc1	2.3%	?	7.2%	?	19.9	-3.5%	1.4%
Cc1ccc(C2CC(C(F)F)n3ncc(C(=O)Nc4c(C)nn(Cc5c(F)cccc5Cl)c4C)c3N2)cc1 (configuration not stated)	-1.5%	144.5%[activator]	-8.4%	?	4.7	0.2%	3.2%
Cc1ccc(NC(=O)C2CCC(C(C)(C)C)CC2)cc1S(=O)(=O)N1CCOCC1 (configuration not stated)	/	67.0%[activator]	-4.0%	?	-25.3	/	7.0%
O=c1c(Cl)c(NCc2ccc(F)cc2Cl)cnn1C12CC3CC(CC(C3)C1)C2	3.1%	-24.5%	-0.8%	20.8%	-35.2	-8.1%	-7.0%
CCC(C)OC(=O)C1C(c2ccccc2)C(C(=O)O)C1c1ccccc1 (configuration not stated)	5.1%	-21.1%	-21.7%	5.2%	9.8	-7.4%	1.4%
COc1cc(NC(=O)CCN2CCN(C)CC2)cc(OC)c1	5.2%	-18.3%	-12.7%	2.1%	18.6	?	4.1%
COc1ccc(-c2oc3ccccc3c2C#Cc2cncn2C)cc1	/	47.5%	8.4%	2.82µM*	5.2	-0.1%	-0.1%
CC(C)NC(=O)/C(=C\c1cccc([N+](=O)[O-])c1)NC(=O)c1ccccc1	1.2%	-3.7%	1.6%	/	15.2	-11.0%	-0.1%
Cc1cccc(C)c1OCc1nc2ccccc2[nH]1	2.6%	-37.6%	-13.6%	-6.2%	-4.6	-9.0%	-3.2%
COc1ccc(NC(=O)c2cc(=O)c3ccccc3o2)cc1Cl	6.7%	-8.3%	-8.4%	9.0%	-27.5	5.2%	6.3%
CC1CCN(S(=O)(=O)c2ccc(S(=O)(=O)NCc3ccco3)cc2)CC1	3.4%	-9.2%	-8.1%	-13.8%	1.1	-11.4%	10.0%
CCCCC1(CC(=O)OCC)C(=O)N(c2ccccc2)N(c2ccccc2)C1=O	1.1%	64.1%[activator]	-1.2%	6.0%	-35.5	-3.2%	-4.1%
O=C(CCn1cccc1)N1CCc2ccccc21	-3.0%	-34.7%	-5.6%	3.5%	5.1	-3.7%	-0.1%
CC12CCC(=O)N1C(C(=O)Nc1ccc(F)c(Cl)c1)CS2 (configuration not stated)	/	-12.3%	2.3%	-27.0%	-5.9	-5.6%	-1.7%
O=C(CSc1nc2ccccc2c(=O)n1-c1ccc(F)cc1F)c1c[nH]c2ccccc12	-1.3%	?	3.7%	?	?	1.4%	1.0%
Cc1ccc(S(=O)(=O)Oc2ccc(/C=C(/NC(=O)c3ccccc3)C(=O)NCC(=O)O)cc2)cc1	-1.3%	7.4%	41.3%[activator]	19.5%	-19.7	1.8%	-15.3%
O=C(Nc1cccc(Cl)c1Cl)C1CCN(c2ncccn2)CC1	4.1%	-18.2%	-3.8%	4.4%	-8.6	-7.3%	1.9%
COC(=O)c1cnc(Nc2nc(CN)cs2)nc1C(F)(F)F	/	/	76.8%[activator]	/	-0.1	/	-4.7%
Cc1nc2ccccc2c(C)c1C(=O)c1ccc(F)cc1	-1.5%	4.9%	0.9%	-15.2%	-33.7	2.7%	-4.9%
COc1ccccc1N(CC(=O)NCCc1ccccc1)C(=O)CCC(=O)Nc1cc(C)ccn1	-0.4%	86.3%[activator]	4.9%	-15.8%	1.3	-1.4%	-3.4%
Cc1[nH]n(-c2ccc(Cl)cc2)c(=O)c1N=Nc1cccnc1	2.8%	-15.1%	-4.1%	0.0%	0.0	0.6%	1.7%
Cc1ccc(S(=O)(=O)N2CCCN(C)c3nc4ccccc4nc32)cc1	/	-4.1%	-10.1%[11.6 µM]	-2.5%	1.1	?	-3.3%
Cc1ccccc1NC(=S)N(CCc1c(C)[nH]c2ccc(F)cc12)Cc1ccncc1	2.3%[11.5 µM]	2.0%	-4.2%	?	-25.5	0.1%	2.2%
CCOC(=O)c1cc(C)n(Cc2ccccc2)c1C	0.4%	-5.5%	8.9%	-12.0%	57.7	?	-15.0%
Cc1ccc(C(C)C)c(OCCN)c1	-0.2%	29.0%	-1.7%	-11.4%	51.7	-10.3%	0.8%
CCCN1Cc2cccc(C(=O)Nc3ccccc3F)c2C1=O	/	/	/	/	-13.1	14.4%	-0.4%
Cn1c(O)c(C2=NNC(c3ccc(Cl)cc3)C2)c(=O)n(C)c1=O (configuration not stated)	0.0%	1.8%	84.3%[activator]	5.6%	8.0	4.8%	-0.4%
CC(OC(=O)C1=COCCO1)C(=O)Nc1ccc(Cl)cn1 (configuration not stated)	/	-6.9%	-6.3%	1.7%	-12.3	?	1.6%
Cc1ccc2c(c1)C(=O)C(=O)N2c1ccc(Cl)cc1	/	-31.4%	0.0%	-7.5%	-12.1	/	-14.6%
N#C/C(=N\Nc1ccccc1Cl)C(=O)c1ccccc1	-1.9%	-18.0%	-4.6%	3.4%	-21.5	-2.8%	1.3%
CC1OC(O[C@H]2CC[C@]3(C)C4C=C[C@]56OC[C@@]7(CC[C@@H](C)[C@H](C)C75)[C@H](O)C[C@@]6(C)[C@]4(C)CC[C@H]3C2(C)C)C(OC2OC(CO)C(O)C(O)C2OC2OCC(O)C(O)C2O)C(O)C1O (some centres not stated)	0.4%	227.7%[activator]	/	/	/	-5.5%	/
COc1ccc(-c2oc3ccc(-c4cc(OC)c(OC)c(OC)c4)cc3c2C#Cc2ccccn2)cc1	/	-14.2%	11.0%	-13.9%	-10.6	/	-11.1%
CC(=O)Nc1ccc(NC(=O)Cn2cnc(S(=O)(=O)N3CCOCC3)c2)cc1	-3.0%	-6.9%	3.4%	12.2%	-15.4	4.0%	3.8%
O=C1CCCCC1	/	-7.6%	-1.8%	14.6%	-29.0	2.9%	-5.1%
CC(=O)c1cnn(-c2nc3c(C)cccc3s2)c1C	-1.1%	-14.4%	2.0%	3.7%	-98.8*	3.3%	-8.8%
CCOC(=O)c1sc(Nc2nc3c(F)cccc3s2)cc1C	-3.4%	?	1.6%	-0.9%	83.6	-3.0%	-10.0%
O=C1c2oc3ccccc3c(=O)c2C(c2ccc(O)cc2)N1Cc1ccc2c(c1)OCO2 (configuration not stated)	/	/	/	/	60.1	1.8%	0.4%
CC(C)Cc1cc(-c2ccco2)c(C#N)c(N)n1	-2.4%	-22.9%	7.9%	-6.7%	/	-16.3%	-10.4%
O=C(O)/C=C\C(=O)Nc1ccccc1C(=O)N1CCN(c2ccc(Cl)cc2)CC1	-1.7%	-11.4%	-8.6%	7.0%	38.9	0.5%	-21.7%

In another format: results already given.
CC(=O)c1cnn(-c2nc3c(C)cccc3s2)c1C
  LmPK inhibitor = -1.1%
  AmpC inh no detg = -14.4%
  AMA1 RON2 block = 2.0%
  HCV inhibitor = 3.7%
  HCMV antiviral = -98.8*
  AmpC detergent = 3.3%
  Tb PYK inh = -8.8%
CCOC(=O)c1sc(Nc2nc3c(F)cccc3s2)cc1C
  LmPK inhibitor = -3.4%
  AmpC inh no detg = ?
  AMA1 RON2 block = 1.6%
  HCV inhibitor = -0.9%
  HCMV antiviral = 83.6
  AmpC detergent = -3.0%
  Tb PYK inh = -10.0%

Carrying on:
SMILES	LmPK inhibitor	AmpC inh no detg	AMA1 RON2 block	HCV inhibitor	HCMV antiviral	AmpC detergent	Tb PYK inh
COc1cc(NS(=O)(=O)c2ccc(NC(=O)/C(=C/c3ccccc3Cl)NC(=O)c3ccccc3)cc2)nc(OC)n1	-3.6%	-13.4%	-14.0%	1.6%	12.8	-13.9%	6.9%
CCCCC(=O)Nc1cccc(NC(=S)NC(C)=O)c1	-0.3%	-27.4%	-8.6%	-2.2%	6.8	-3.7%	0.1%
CCOC(=O)N1CCN(C(=O)c2ccc3c(c2)N(Cc2cc(C)ccc2C)C(=O)c2ccccc2S3=O)CC1 (configuration not stated)	-3.3%	237.5%[activator]	0.2%	?	-88.5*!	-3.4%&13.8%	1.4%&2.7%
CC(C)(C)[C@@H]1CCC(=O)N(CC[C@H](Sc2ccc(Br)cc2)c2ccccc2)CC1	/	-21.1%	9.9%	-20.7%	-16.3	/	2.0%
CC(=O)Nc1ccc(NC(=O)c2ccc(COc3ccc(Cl)cc3Cl)o2)cc1	/	/	/	/	-22.6	20.1%	3.8%
C#CCOCCOCCOCCNc1nc(N2CCN(C(=O)[C@H](CCC(=O)O)n3cc(C(N)CO)nn3)CC2)nc(N2CCN(C(=O)[C@H](Cc3cc4ccccc4[nH]3)n3cc(C(N)[C@H](C)CC)nn3)CC2)n1 (some centres not stated)	3.3%	213.0%[activator]	26.6%	9.1%	/	8.2%	-5.0%
Cc1cc(NC(=O)CSc2nc(=O)cc(N)n2-c2ccc(F)cc2)no1	-7.4%	-15.4%	3.3%	/	-35.1	-2.8%	2.3%
Cc1ccc(-c2c(C#N)c(N)n3c(nc4ccccc43)c2C#N)cc1	3.1%	-33.9%	5.0%	?	-72.3*	5.5%	7.4%
COc1ccccc1NC(=O)C1CCN(c2cnccn2)CC1	/	/	/	/	-12.2	3.3%	-7.1%
CC(=O)c1cc2ccccc2oc1=O	/	-16.4%	-7.0%	30.8%[activator]	-39.5	4.9%	1.0%
CC(=O)Nc1ccc(C=C(C#N)c2ccc(C)cc2)cc1	/	/	5.2%	/	14.0	/	-5.4%
O=C1C2CC=C(Cl)CC2C(=O)N1CC1Cc2ccccc2CO1 (configuration not stated)	-0.9%	-31.0%	3.1%	-5.2%	/	-7.5%	-3.6%
CCc1ccc(OCC(=O)NNC(=O)c2cc3ccccc3o2)cc1	-2.6%	-3.6%	32.7%[activator]	12.9%	-26.3	-6.7%	-1.5%
CCOC(=O)C1(C)CCCN(C(=O)c2ccc(N(C)C)cc2)C1 (configuration not stated)	/	/	-0.4%	/	-1.7	/	-1.8%
COc1ccc(Cl)cc1NC(=O)[C@@H]1CCCN1C(=O)c1cccs1	-3.1%	-8.9%	-0.1%	-29.4%	-6.5	3.7%	-5.2%
CCCCCCCCOC(=O)/C=C/c1c(C)[nH]c(=O)[nH]c1=O	-2.3%	-11.5%	8.7%	15.0%	-18.5	2.1%	0.4%
Cc1ccc(N2CC(c3nnc(Cc4ccccc4Cl)o3)CC2=O)cc1 (configuration not stated)	/	/	/	/	-8.8	0.3%	-10.1%
CN(C)c1ccc(NS(=O)(=O)c2cc(Cl)ccc2Cl)cc1	-5.7%	-36.3%	?	-11.3%	52.5	-1.9%	-23.5%

Compound activity as filed in PubChem BioAssay.
